S1P4 ag – agonists of human S1P4 receptor. activation, % at 4.98 µM. S1P4-expressing cell line, agonist reporter assay. AID 1509. actives 0.35% (n = 220,000); in the data active means activation above about 11%;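 further: 0% = DMSO vehicle and 100% = reference agonist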
zfTRPN1 agonist – zebrafish TRPN1 (NompC) channel agonism; HEK293 zebrafish TRPN1-YFP, Fluo-8 calcium fluorescence; 100% = response to 87 µM carbachol; activation, % at 3 µM; actives 0.18% (n = 220,000); AID 1424;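 active means activation above its plate's cutoff, the mean activation of test wells on that plate plus 3 SD, cut at about 19% in these data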;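 further: 0% = DMSO alone and 100% = 87 µM carbachol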
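Material – zebrafish TRPN1-YFP in HEK293 cells · Doses – 3 µM single point · Schedule – dye 1 h 37 °C plus 30 min RT · Signal – Fluo-8 calcium fluorescence, excitation 470-495 nm, emission 515-575 nm · Read-out – % activation versus carbachol response · Control set – carbachol high, DMSO low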
S1P4 antag – antagonists of human S1P4 receptor; inhibition, % at 4.98 µM; S1P4-expressing cells, antagonist mode, reporter read-out; AID 1510; actives 0.26% (n = 220,000); in the data active means inhibition above about 29%;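 further: 0% = wells stimulated with agonist and 100% = vehicle wells without agonist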
NPY2 pot ag – potentiates or activates human NPY-Y2 receptor; activation, % at 3.6 µM; actives 0.45% (n = 220,000); AID 1359; P49146; cells expressing NPY-Y2, potentiator/agonist read-out; in the data active means activation above about 27%;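 further: cells stimulated with NPY near EC25 plus isoproterenol at EC100; 0% = vehicle plus submaximal agonist and 100% = vehicle plus saturating agonist; some results beyond the cut were filed as inactive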
TRPML3 agonist – activates the human TRPML3 channel; Q8TDD5; HEK293 TRPML3-YFP, Fluo-8 calcium fluorescence; 100% = the carbachol control signal; activation, % at 3 µM; actives 0.29% (n = 220,000); AID 1448;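 active means activation above its plate's cutoff, the mean activation of the plate's test wells plus 3 SD, cut at about 12% in these data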;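 further: 0% = DMSO only wells and 100% = carbachol wells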
Target sequence (Q8TDD5 whole entry, looked up): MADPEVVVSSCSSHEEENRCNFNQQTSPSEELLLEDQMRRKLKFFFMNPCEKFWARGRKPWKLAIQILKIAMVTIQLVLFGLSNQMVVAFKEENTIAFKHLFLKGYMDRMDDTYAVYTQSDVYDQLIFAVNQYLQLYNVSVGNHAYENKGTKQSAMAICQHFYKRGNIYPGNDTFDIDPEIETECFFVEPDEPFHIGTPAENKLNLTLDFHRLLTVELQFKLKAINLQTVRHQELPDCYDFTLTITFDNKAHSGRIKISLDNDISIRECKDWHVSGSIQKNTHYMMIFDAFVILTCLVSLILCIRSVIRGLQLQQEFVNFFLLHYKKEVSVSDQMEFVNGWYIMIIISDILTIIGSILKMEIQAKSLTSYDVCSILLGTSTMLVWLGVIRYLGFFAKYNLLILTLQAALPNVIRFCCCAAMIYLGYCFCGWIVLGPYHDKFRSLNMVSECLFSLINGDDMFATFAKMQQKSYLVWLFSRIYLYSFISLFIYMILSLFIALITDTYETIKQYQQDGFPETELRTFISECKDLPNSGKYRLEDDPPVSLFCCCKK
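Material: HEK293 cells stably carrying human TRPML3-YFP; compound dosing: single dose, 3 µM final nominal compound, 0.3% DMSO final; incubation: 1-h 37 °C dye load, 5-s basal, 120-s post-compound reads; technique: Fluo-8 intracellular calcium fluorescence, excitation 470-495 nm, emission 515-575 nm; read-out basis: percent activation from peak-to-basal fluorescence ratio, scaled between DMSO and carbachol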
CHOP inhibitor – CHOP inhibition in unfolded protein response; actives 3.8% (n = 220,000); inhibition, % at 10 µM; AID 2732; CHO-K1 CHOP-promoter luciferase, tunicamycin-induced, 15-18 h;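 active means compounds that reduced the stress-induced luciferase reporter signal by more than about 70% of percent inhibition, limit read from the data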;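 further: 0% = tunicamycin plus vehicle and 100% = wells without tunicamycin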
EP2 mod – modulates human prostaglandin E2 receptor EP2 signaling; P43116; EP2-expressing cells, cAMP HTRF FRET, PGE2 co-stimulation; induction, % at 25 µM; actives 0.83% (n = 260,000); AID 940;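 active means compounds whose cAMP rise, as percent of the full-agonist control response, exceeds 60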;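 further: rat C6 glioma line stably carrying human EP2 under a CMV promoter; the protocol text gives 20 µM as final concentration; 100% = response of wells given 1 µM PGE2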
Target sequence (P43116 whole entry, looked up): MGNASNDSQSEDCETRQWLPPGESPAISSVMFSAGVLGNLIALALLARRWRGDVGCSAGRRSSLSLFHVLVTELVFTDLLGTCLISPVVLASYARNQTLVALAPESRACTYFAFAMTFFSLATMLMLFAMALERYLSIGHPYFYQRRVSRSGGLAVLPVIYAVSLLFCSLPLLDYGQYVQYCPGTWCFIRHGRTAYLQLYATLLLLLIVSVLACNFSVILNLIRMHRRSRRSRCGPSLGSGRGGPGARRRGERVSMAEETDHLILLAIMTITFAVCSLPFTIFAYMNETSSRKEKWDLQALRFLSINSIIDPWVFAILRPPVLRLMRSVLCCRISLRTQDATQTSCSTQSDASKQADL
NPY-Y1 antag – blocks the human neuropeptide Y Y1 receptor | actives 1% (n = 200,000) | inhibition, % at 3.6 µM | HEK293-CNG Y1 cells, membrane potential fluorescence; NPY at EC95, then isoproterenol | P25929 | AID 1040;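 active means inhibition above the campaign mean inhibition of all tested compounds plus 3 SD, cut at about 20% in these data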;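 further: 0% = DMSO wells given NPY plus isoproterenol and 100% = isoproterenol alone without NPY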
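System: HEK293 cells with Y1 receptor plus CNG channel / Probe or stimulus: NPY 25 nM then isoproterenol 1 µM plus Ro 20-1724 25 µM / Compound: one concentration, 3.6 µM, in 0.4% DMSO / Schedule: compound incubation 1 h at room temperature, readout 45 min post-stimulation / Measured by: membrane potential fluorescence / Read-out: % inhibition of NPY effect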
NPY-Y1 PAM-ag – potentiates or activates human NPY-Y1 receptor; actives 0.37% (n = 220,000); AID 1304; NPY-Y1 expressing cells, potentiator/agonist activation; activation, % at 3.6 µM; in the data active means activation above about 33%, passing the limit was not always enough;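 further: cells stimulated with NPY at EC10 then isoproterenol at EC100; 0% = low agonist plus stimulus and 100% = saturating agonist plus stimulus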
Numbers without * were called inactive; x = no result given.

SMILES	S1P4 ag	zfTRPN1 agonist	S1P4 antag	NPY2 pot ag	TRPML3 agonist	CHOP inhibitor	EP2 mod	NPY-Y1 antag	NPY-Y1 PAM-ag
CNC(=S)NCc1ccc(Cl)cc1	-0.2	-2.0	-13	-5	-1.4	x	x	3	-6
COc1ccc2cc(C3CC(c4ccco4)=NN3C(=O)CCC(=O)O)c(Cl)nc2c1 (stereo not given)	3.0	-0.2	-4	0	0.2	-30	40	2	14
O=C(Cc1ccccc1)Nc1ccc(NC(=O)C2CCCCC2)nc1	0.0	2.9	-4	-9	1.1	12	-35	0	-6
CCOC(=O)c1c(NC(=O)/C=C/c2ccc3c(c2)OCO3)sc(C)c1C	-0.9	-0.1	-12	-6	0.1	26	-4	8	-17
CCn1c(COc2ccccc2C)nc2ccccc21	0.5	-1.8	-22	-9	-1.1	3	43	12	0
O=C1CC(c2ccccc2F)c2cc3c(cc2N1)CCC3 (stereo not given)	0.8	-1.4	-4	11	-0.4	62	26	2	12
O=C(/C=C/c1ccco1)NC(=S)Nc1ccccn1	-0.7	1.2	-6	11	0.8	-29	-21	1	-2
CCCN(CCC)CCOc1cc(C)ccc1C(C)C	0.5	-0.7	-22	-6	0.1	36	28	28*	-16
CC(C)[C@@H]1NC(=O)N(c2ccc(Oc3ccccc3)cc2)C1=O	0.7	2.4	-8	24	1.1	3	-8	-12	0
CCn1nc(C)cc1C(=O)N1CCCC(CCC(=O)NCc2ccccc2F)C1 (stereo not given)	0.2	0.8	-15	4	1.2	15	-19	-2	-15
N#Cc1cc(-c2ccccc2)nnc1Sc1ccc(Cl)cc1	-3.0	-0.8	7	7	0.8	22	-19	-2	-3
O=C(COC(=O)c1ncc(Cl)c(Cl)c1Cl)c1ccc(Cl)s1	0.4	-2.8	-3	13	0.4	51	41	-1	5
Cc1nnc(SCC(=O)N2CCC(Cc3ccccc3)CC2)n(N)c1=O	-0.7	2.0	-16	8	0.1	29	15	3	-2
O=C(Nc1ccc2c(c1)OCO2)c1cccs1	0.2	-0.3	-13	-5	-0.3	-8	-40	2	-1
CC(=O)N/C(=C/c1ccccc1)C(=O)NCCO	0.7	-0.2	-9	-8	0.4	-9	16	1	-10
CCOc1ccc(CN(C)CC(=O)Nc2cccc(C)c2)cc1OC	2.6	1.8	-9	-2	0.9	18	-41	3	-12
CCOC(=O)c1[nH]c2cc(OC)c(OC)cc2c1NC(=O)C(C)N1CCN(Cc2ccccc2)CC1 (stereo not given)	-1.4	1.5	8	6	1.1	21	-20	0	-17
CCOC(=O)c1c[nH]c2c3c(ccc2c1=O)CCCC3	-1.4	0.0	-2	3	0.3	-29	-28	-4	-5
O=C(NC1CCCCC1)c1ccc(Cl)c(NC(=O)c2ccccc2F)c1	0.5	-1.1	-19	8	0.6	1	8	2	1
O=C(O)c1cccc(-n2cnnn2)c1	1.6	0.8	-8	3	0.5	1	16	6	7
CCC1CCCCN1CC(C)(C)NS(=O)(=O)c1ccccc1 (stereo not given)	-1.0	1.0	0	-32	-0.1	-9	13	x	-10
CC1(C)CC(NC(=O)c2ccccc2C(=O)NC2CC(C)(C)NC(C)(C)C2)CC(C)(C)N1	2.2	2.4	-7	-7	0.8	0	9	-1	16
COc1ccc([N+](=O)[O-])cc1NC(=O)C(C)OC(=O)c1cccnc1 (stereo not given)	-1.1	0.6	-18	-6	1.0	8	-2	1	16
Cc1nn(-c2ccccc2)c2c1C1(C(=O)N(C)c3ccccc31)C(C#N)=C(N)O2 (stereo not given)	-3.5	0.1	18	-2	1.5	1	-14	-6	-14
CCOC(=O)c1c(NC(=S)Nc2cccc(C)c2)sc2c1CC(C)(C)SC2	1.0	0.4	-5	-17	-0.1	26	30	-6	-3
CCCN(CCC)CC(C)(C)NS(=O)(=O)c1ccc(Cl)cc1	0.8	-2.5	11	2	0.9	11	16	x	6
CCS(=O)(=O)N1CCC(C(=O)OCC(=O)c2ccc(Br)cc2)CC1	0.0	0.5	-6	3	0.9	x	x	1	-6
O=C(Cn1ccc2ccccc2c1=O)N1CCN(Cc2ccc3c(c2)OCO3)CC1	-0.7	1.2	0	-9	0.6	57	0	3	-5
COc1ccc(NC(=O)CS(=O)CC(=O)NCc2cccc(C(F)(F)F)c2)cc1 (stereo not given)	0.5	-0.8	-22	4	0.7	26	23	3	5
Cc1nn(CCCC(=O)O)c(C)c1[N+](=O)[O-]	1.7	0.6	-15	-12	0.4	8	1	-3	-17
CCOc1ccc(CC(=N)C2=C(O)CC(C)(C)CC2=O)cc1OCC	-0.8	-0.5	-16	-2	0.5	5	-3	4	-20
CCOc1cc(C=O)ccc1OCC(=O)N1CCCC1	0.4	0.8	-12	-5	1.2	-11	18	5	8
CCOc1ccccc1-n1c(SCC(=O)NC)nnc1-c1ccco1	-2.0	0.8	-17	-9	0.3	-14	9	2	-4
CCN(CC)S(=O)(=O)c1cccc(C(=O)N[C@H](C(=O)OCC(N)=O)C(C)C)c1	1.9	1.4	-2	0	0.8	0	12	-2	0
COc1ccc(NCC(=O)N/N=C/C=C/c2ccccc2[N+](=O)[O-])cc1	0.5	-1.0	-10	5	0.1	32	-78	1	6
COC(=O)c1ccc(CSc2nnc(-c3ccncc3)n2Cc2ccccc2)o1	-2.6	0.3	1	12	0.3	3	20	8	-1
CCSc1nnc(NC(=O)C2CCN(S(=O)(=O)c3c(C)c(C)cc(C)c3C)CC2)s1	-0.3	0.6	-14	7	-0.1	78*	18	-1	11
COCCn1c(C)cc(C(=O)CSc2ccc(NC(C)=O)cc2)c1C	0.7	-0.5	-13	8	1.2	-6	1	-7	-1
N#CCCN(CCC#N)C(=O)c1ccc2c(c1)OCO2	-0.3	0.0	-26	-10	-0.2	19	-1	-1	12
Cc1sc2ncnc(Nc3ccc(O)cc3)c2c1C	0.0	-1.2	-11	-22	-0.9	49	3	x	-9
Cc1ccc(NC(=O)c2sc3nc(CCl)[nH]c(=O)c3c2C)c(C)c1	-0.4	0.4	-14	-2	0.8	-117	-38	1	9
CCCCN=C(NNc1ccc(Br)cc1)C(=O)OCC	0.1	0.4	-4	-7	1.1	46	33	4	2
CC1(C(=O)NCc2cccnc2)CCC(=O)N1CCc1ccccc1 (stereo not given)	-2.4	0.3	8	-14	0.1	20	30	0	6
NC(=S)Nc1ccc(Cl)c(Cl)c1	1.1	-0.8	-4	15	0.5	-3	-22	x	-8
CCOc1ccc(NC(=O)Nc2cccc(C(=O)O)c2)cc1	-0.1	0.5	-9	-1	0.6	93*	10	4	8
Cc1ccc(OCCN2CCN(C(=O)CCC(=O)Nc3nnc(C(C)C)s3)CC2)cc1	2.7	6.9	-17	7	3.1	x	-3	-5	38
Nc1ccc(OC(=O)Nc2ccc(O)cc2)cc1	-0.1	0.7	7	6	-0.4	82*	-7	x	-17
COCC(=O)N(Cc1cc2ccccc2[nH]c1=O)c1ccc(OC)cc1	-0.9	2.2	-3	-6	1.0	19	6	0	13

Given with two lines to a compound: entries from further up.
Second line of a record: S1P4 ag | zfTRPN1 agonist | S1P4 antag | NPY2 pot ag | TRPML3 agonist | CHOP inhibitor | EP2 mod | NPY-Y1 antag | NPY-Y1 PAM-ag
Cc1nnc(SCC(=O)N2CCC(Cc3ccccc3)CC2)n(N)c1=O
  -0.7 | 2.0 | -16 | 8 | 0.1 | 29 | 15 | 3 | -2
O=C(Nc1ccc2c(c1)OCO2)c1cccs1
  0.2 | -0.3 | -13 | -5 | -0.3 | -8 | -40 | 2 | -1
CC(=O)N/C(=C/c1ccccc1)C(=O)NCCO
  0.7 | -0.2 | -9 | -8 | 0.4 | -9 | 16 | 1 | -10
CCOc1ccc(CN(C)CC(=O)Nc2cccc(C)c2)cc1OC
  2.6 | 1.8 | -9 | -2 | 0.9 | 18 | -41 | 3 | -12

Next entries:
SMILES	S1P4 ag	zfTRPN1 agonist	S1P4 antag	NPY2 pot ag	TRPML3 agonist	CHOP inhibitor	EP2 mod	NPY-Y1 antag	NPY-Y1 PAM-ag
O=C(CSC1=NCCS1)NC(NC(=O)CSC1=NCCS1)c1ccccc1	-2.5	-2.0	10	8	-2.0	20	-21	2	8
COc1ccc(OC)c(/C=C/C(=O)OCC(=O)c2c(N)n(C)c(=O)n(C)c2=O)c1	0.5	1.4	-12	-8	0.5	12	30	2	4
CCC(=O)Nc1cccc(NC(=O)CSc2nnnn2Cc2ccccc2)c1	-2.5	0.5	7	0	-0.2	11	4	-8	-5
O=C(c1cc2c(s1)-c1ccccc1S(=O)(=O)C2)N1CCCC1	-0.6	0.9	16	-4	-1.2	-9	-30	x	-4
Cc1cnnc2ccc3c(no[n+]3[O-])c12	-2.0	0.1	-4	-49	-0.4	6	-6	-8	7
CC(C)COc1ccc2[nH]c3c(c2c1)CCCC3=O	-2.7	-0.3	-12	-2	0.9	18	8	9	-34
CCSc1nnc(NC(=O)C2C3C=CC(C3)C2C(=O)O)s1 (stereo not given)	-1.0	1.0	-3	14	1.0	-3	42	12	4
CCn1c2ccccc2c2cc(NC(=O)c3cc(OC)cc(OC)c3)ccc21	-1.8	0.4	7	4	0.6	-7	-22	4	-6
CCOc1ncccc1C(=O)OCC(=O)Nc1ccc(-c2nc3ccc(C)cc3s2)cc1	1.4	0.7	-1	4	1.2	53	21	7	6
O=C(O)CCC(=O)N1CC=C(c2ccccc2)CC1	-1.6	-0.1	-2	2	0.7	-15	1	4	-7
O=C(NC1CCCC1)C(c1cccs1)N(Cc1ccco1)C(=O)c1csnn1 (stereo not given)	0.1	-0.1	3	9	0.1	-52	-9	3	-27
O=C(N/N=C/c1cc(Br)c(Br)s1)c1ccncc1	0.1	1.1	-8	-17	0.6	21	-9	9	3
Clc1ccc(OCc2nn3c(C4CCCCC4)nnc3s2)cc1	0.5	-0.5	-11	-1	-0.5	-1	35	19	-33
COc1cc(C2Nc3ccccc3NC3=C2C(=O)CC(c2ccc(OC)c(OC)c2)C3)ccc1O (stereo not given)	1.0	2.6	-3	20	0.1	-12	-9	x	11
CC1=NN(C(=O)c2ccc(Br)cc2)C(O)(c2ccccc2)C1 (stereo not given)	0.3	-1.0	-1	2	0.9	17	17	-3	-11
CC1CN(c2nc3ccccn3c(=O)c2/C=C(\C#N)C(=O)N2CCOCC2)CC(C)O1 (stereo not given)	1.7	1.2	-14	-21	0.1	-4	6	x	5
CCCCCCC1C(C#N)=C(N)OC2=C1C(=O)CC(C)(C)C2 (stereo not given)	0.7	1.0	-4	-1	-0.2	70	13	3	1
CCn1c(C)nc2cc(C(=O)N/N=C/c3ccc(OC)c(O)c3)ccc21	-0.9	1.4	-16	2	0.9	58	15	-2	-16
COc1ccc(S(=O)(=O)Nc2c(C)c(C)cc3c2ncn3C)cc1	-0.1	-0.7	-4	4	0.4	21	-6	0	13
O=C(c1ccccc1)c1cccc(NC(=O)c2ccc(Br)o2)c1	-0.2	-1.2	-2	-4	-0.3	31	-23	-3	-19
Nn1c(Nc2ccccc2)nc2sc3c(c2c1=O)CCC3	2.8	3.6	-10	25	1.4	96*	35	-12	23

High-throughput results as filed in PubChem BioAssay.
